PKA-R2B act: PKA-R2B complex activation; P22694+P31323; PKA-R2B holoenzyme dissociation, Cy5-IP20 fluorescence polarization; R2B truncated from residue 108, S112A mutant; 0% DMSO only, 100% 113 µM cGMP; activation, % at 11.4 µM; 340,000 compounds, 0.079% hits; AID 504700;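 active = activation above a cutoff set at the mean over all compounds plus 3 SD, cut at about 18% in these data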;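 note: higher means more holoenzyme dissociation and a rise in polarization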
Arr AP2 block: inhibitors of human beta-arrestin and AP2 interaction; FITC-arrestin peptide / GST-AP2 beads, flow cytometry; AP2 beta2 appendage carries R879A mutation; inhibition, % at 10 µM; 340,000 compounds, 0.31% hits;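 active = inhibition above a set limit, near 3 SD of compounds lacking own fluorescence, cut at about 54% in these data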;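 note: plate controls were DMSO wells for no effect and 5 µM unlabelled arrestin peptide for full effect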
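Material – GST-tagged AP2 beta2-adaptin appendage (R879A) on 4 µm glutathione beads · Probe or stimulus – fluorescein-tagged arrestin peptide at 50 nM final · Timing – 12 min plus 1 h, RT · Detection – bead flow cytometry, FITC channel · Read-out basis – inhibition as reduced fluorescein signal on beads, percent · Medium – PBS plus Tween 20 (0.05%) and BSA (0.1%)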
SR-BI DiI inh: mouse SR-BI HDL lipid transfer inhibition; Q61009; ldlA[mSR-BI] CHO cells, DiI-HDL uptake fluorescence, 3 h; inhibition, % at 12.5 µM; 320,000 compounds, 0.96% hits; AID 488896;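 active = mean replicate inhibition of at least 70% and a set share of replicates each scoring 70 or more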;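 note: 0% = median of neutral control wells and 100% = median of positive control wells; values of inactives mirror those of a sister screen read the other way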
Target sequence (Q61009 whole entry, looked up): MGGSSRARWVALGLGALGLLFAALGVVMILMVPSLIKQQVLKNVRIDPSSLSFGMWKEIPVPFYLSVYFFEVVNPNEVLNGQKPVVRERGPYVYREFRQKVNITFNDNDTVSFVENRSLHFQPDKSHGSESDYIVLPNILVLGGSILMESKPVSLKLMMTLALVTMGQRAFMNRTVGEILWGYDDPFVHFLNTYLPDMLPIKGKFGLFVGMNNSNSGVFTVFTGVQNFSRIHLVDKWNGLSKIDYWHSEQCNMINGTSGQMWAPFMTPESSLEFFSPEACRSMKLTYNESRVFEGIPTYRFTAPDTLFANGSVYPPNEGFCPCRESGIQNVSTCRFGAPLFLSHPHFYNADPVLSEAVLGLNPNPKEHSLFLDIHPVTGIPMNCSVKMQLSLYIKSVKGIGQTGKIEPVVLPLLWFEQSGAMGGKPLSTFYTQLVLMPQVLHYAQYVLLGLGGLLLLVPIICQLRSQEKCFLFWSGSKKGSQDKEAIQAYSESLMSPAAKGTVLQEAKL
CDK5 inh: inhibitors of human CDK5/p35 kinase; Q00535+Q15078; Recombinant CDK5/p35, ADP-Glo luminescence, 60 min; inhibition, % at 10 µM; 330,000 compounds, 0.01% hits; AID 488839;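 active = highest replicate inhibition of at least 50% and at least 75% of replicates reaching 50%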;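 note: plate controls were DMSO neutral control for no effect and GW8510 at 10 µM for full effect; many of its hits are not listed in these tables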
Target sequence (Q00535 whole entry, looked up): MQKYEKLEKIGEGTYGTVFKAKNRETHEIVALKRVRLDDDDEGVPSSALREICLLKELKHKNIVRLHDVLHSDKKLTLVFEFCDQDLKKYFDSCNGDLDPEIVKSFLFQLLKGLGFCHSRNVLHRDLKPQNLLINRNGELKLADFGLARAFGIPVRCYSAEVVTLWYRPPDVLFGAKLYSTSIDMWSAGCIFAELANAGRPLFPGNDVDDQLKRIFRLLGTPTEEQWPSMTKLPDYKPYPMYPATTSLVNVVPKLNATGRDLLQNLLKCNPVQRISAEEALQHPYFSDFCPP
Target sequence (Q15078 whole entry, looked up): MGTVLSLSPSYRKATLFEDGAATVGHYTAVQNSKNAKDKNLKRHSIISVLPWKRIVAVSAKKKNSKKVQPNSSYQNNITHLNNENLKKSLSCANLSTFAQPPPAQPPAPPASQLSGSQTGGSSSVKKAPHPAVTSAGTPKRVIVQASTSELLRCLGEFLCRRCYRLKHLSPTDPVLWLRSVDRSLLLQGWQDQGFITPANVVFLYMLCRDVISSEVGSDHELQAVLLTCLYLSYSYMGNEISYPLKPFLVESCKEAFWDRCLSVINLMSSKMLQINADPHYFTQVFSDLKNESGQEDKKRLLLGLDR
MITF act: increases MITF-driven TRPM1 promoter luciferase signal. SK-MEL-5 TRPM1-promoter luciferase, 24 h; % of positive control, neutral wells = 0. activation, % at 12.5 µM. 300,000 compounds, 0.75% hits. AID 588334;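 active = mean activation of at least 80% with every replicate also reaching 80%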;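 note: 0% = neutral control wells and 100% = parthenolide positive control wells; values of inactives mirror those of a sister screen read the other way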
dFosB activator: activators of mouse delta FosB homodimer | purified delta FosB, TAMRA-CDK5 oligo fluorescence polarization; percent of positive-control signal above neutral wells | activation, % at 25 µM | 340,000 compounds, 0.99% hits | AID 493131;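 active = mean activation above about 17%, with every replicate also reaching it, limit read from the data, passing the limit was not always enough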;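 note: fluorescence polarization rise as delta FosB binds a TAMRA Cdk5 AP-1 oligo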
DSG3 Ab inh: blocks pemphigus antibody binding to human desmoglein-3; P32926; binding (percent of control), % at 10 µM; 310,000 compounds, 0.48% hits; AID 588358; DSG3-coupled beads, scFv-anti-DSG3-GFP binding, flow cytometry; active compounds read low;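 active = binding more than 3 SD below its plate's average and above zero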;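 note: hits lower antibody fragment binding to DSG3; some compounds called inactive have numbers as strong as hits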
SR-BI uptake up: activators of SR-BI mediated HDL lipid uptake | activation, % at 12.5 µM | CHO ldlA[mSR-BI] cells, DiI-HDL uptake fluorescence, 3 h; 100 = double the neutral-control signal | AID 504775 | 320,000 compounds, 0.096% hits;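 active = mean replicate activation of at least 60% and every replicate at or above 60%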;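 note: 0% = median plate neutral-control signal and 100% = twice that signal; values of inactives mirror those of a sister screen read the other way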
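Test system: SR-BI-overexpressing, LDLR-lacking CHO cells; Also added: labelled HDL, 10 µg/mL; Measured by: bottom-read cell fluorescence after medium removal, ex 550/em 595 nm; Timing: 3 h uptake period with compound, 37 °C; Buffer or medium: F12, 0.5% BSA, 25 mM HEPES; Doses: single compound concentration, delivered by pin transfer.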
Mot1-301 SUMO: SUMOylation pathway inhibition by Mot1-301 growth rescue | S. cerevisiae Mot1-301 growth rescue, ATP luminescence, 38.5C; percent above DMSO median, 100 means doubled | growth rescue, % at 18.8 µM | 320,000 compounds, 1% hits | AID 2716;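 active = every valid replicate shows activation above 250% relative to neutral control wells; inactive = the rest, any valid replicate at or below 250%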;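 note: OY570 slx delta 5 strain wells were the positive control but not used for scaling; some compounds called inactive have numbers as strong as hits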
NSD2 inh: NSD2 (human) methyltransferase inhibition. AID 743445. inhibition, % at 12.5 µM. 310,000 compounds, 0.54% hits. NSD2 peptide methylation, AlphaScreen, 120 min; in the data active = inhibition above about 50%
PKA-R1A activ: activates the PKA-R1A holoenzyme complex | PKA-R1A dissociation, Cy5-IP20 fluorescence polarization; scaled: DMSO 0%, 113 µM cGMP 100% | activation, % at 11.4 µM | 340,000 compounds, 0.083% hits | AID 504707;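 active = percent activation above the mean of all tested compounds plus 3 SD, cut at about 19% in these data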;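 note: higher means more PKAc released from R1A so a rise in polarization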
Active calls of the source: *; i = inactive; . = no result given.

SMILES	PKA-R2B act	Arr AP2 block	SR-BI DiI inh	CDK5 inh	MITF act	dFosB activator	DSG3 Ab inh	SR-BI uptake up	Mot1-301 SUMO	NSD2 inh	PKA-R1A activ
COC(=O)c1ccccc1NC(=O)CN1CCC(NC(=O)c2ccccc2C)CC1	6.5	32.9	-12.5	-1.0	-8.3	-3.3	105.1	12.5	-28.0	-1.8	-9.3
CCOC(=O)C1(Cc2cccc(OC)c2)CCCN(CCO)C1 (centres undefined)	-1.3	-15.6	-16.1	-0.7	0.7	3.7	102.5	16.1	12.0	-3.0	-2.4
N#Cc1ccc(COC(=O)c2ccc3c(=O)[nH]c(CN4CCOCC4)nc3c2)cc1	-1.9	-1.2	11.0	-1.9	.	-11.3	99.9	-11.0	-5.0	-1.9	-9.0
CCN(CC)S(=O)(=O)c1ccc2[nH]cc(C(=O)NCCN3CCCCC3C)c(=O)c2c1 (centres undefined)	0.6	-2.2	-32.1	0.1	-2.7	-16.9	103.0	32.1	-20.5	15.1	6.4
CC(=O)NCC(=O)OCC(=O)c1ccc2ccccc2c1	-1.4	3.1	-8.2	-8.1	5.4	4.3	108.6	8.2	-6.8	-1.8	-2.7
N#Cc1c(-c2ccco2)cc(C2CC2)nc1SCC(=O)c1ccccc1	-4.3	1.5	46.4	-2.0	6.5	-3.9	97.8	-46.4	8.0	-1.7	-8.4
Cc1cc(=O)[nH]c(SCc2nc3ncccn3c2Br)n1	7.7	25.4	-17.4	-1.2	1.3	-1.4	.	17.4	12.1	-3.0	-8.8
C[C@@H](O)[C@H]1O[C@]2(C)CCC[C@H]1O2	-5.4	-1.7	11.0	-1.6	-1.6	-9.1	95.4	-11.0	96.7	.	2.6
Cc1c(O)c(CN2CCCCC2)cc2c1oc(=O)c1ccccc12	3.6	3.7	-5.2	1.0	29.3	-14.0	102.9	5.2	11.9	-0.8	-10.1
CCOC(=O)N1CCN(C(=O)C2CCN(c3ncnc4c3sc3cccc(F)c34)CC2)CC1	2.0	-1.2	37.3	1.1	-40.6	-32.1	110.4	-37.3	-7.2	0.9	-13.4
Cn1nnnc1SCC(=O)NNC(=O)c1ccc(Cl)cc1	0.6	-0.2	-8.6	1.3	-6.5	0.6	89.1	8.6	-15.6	-4.5	-3.6
Cc1ccn2cc(CCNS(=O)(=O)c3ccc4ccccc4c3)nc2c1	17.1	-16.4	-20.7	-0.4	2.4	-6.0	.	20.7	-1.0	0.7	-4.0
O=C1c2ccccc2C(=O)C12OC(c1ccccc1)C1(C(=O)c3ccccc3C1=O)C2c1ccc([N+](=O)[O-])cc1 (centres undefined)	4.4	13.5	2.1	-0.3	.	3.3	98.0	-2.1	-20.6	-3.6	-9.7
CC(=O)Nc1ccc(S(=O)(=O)N(C)CC(=O)OC2CCCCC2=O)cc1 (centres undefined)	-13.7	18.2	1.5	-1.2	-14.4	-3.7	95.8	-1.5	-5.3	-4.4	-3.3
O=S(=O)(Nc1ccc(-c2cn3c(n2)SCC3)cc1)c1ccccc1F	7.9	15.8	-12.1	1.2	12.4	-0.9	103.6	12.1	-0.1	9.7	-4.7
CC1Cc2ccccc2N1C(=O)CN(C)CC(=O)Nc1ccc(OC(F)(F)F)cc1 (centres undefined)	3.1	-1.6	8.7	0.6	2.9	-6.0	106.6	-8.6	-8.2	0.0	-6.9
S=C(Nc1ccc(Cl)cc1Cl)NC1CCCCC1	-0.8	4.0	53.4	1.6	107.4*	-1.2	109.6	-53.4	-21.0	-2.1	-15.9
C=CCn1c(SCC(=O)Nc2cc(NC(C)=O)ccc2OC)nnc1-c1cccnc1	2.7	6.5	6.4	-1.8	.	0.2	97.9	-6.4	-6.8	-1.2	-6.5
O=[N+]([O-])c1ccccc1S(=O)(=O)Nc1ncccn1	-12.6	17.0	-29.4	1.7	-6.8	-0.5	114.5	29.4	93.6	4.6	-0.2
Cc1ccc(C)c(S(=O)(=O)N2CCN(C(=O)c3ccncc3)CC2)c1	0.1	0.7	-22.1	-1.1	-2.0	-3.7	103.7	22.1	-10.3	-0.1	-6.6
COC(=O)c1ccccc1-c1c2ccc(=N)cc-2oc2cc(N)ccc12	-0.9	i	76.6*	3.8	-55.9	88.0*	i	-76.6	0.0	-2.9	7.3
CCCCC[n+]1ccn(C2=C([O-])c3ccccc3C(=O)/C2=N\S(=O)(=O)c2ccccc2)c1	1.0	16.6	-5.3	1.9	-93.8	-11.7	104.0	5.3	.	-2.5	1.4
O=[N+]([O-])c1ccc(N(c2ccccc2)c2ccccc2)cc1	8.6	5.3	-19.8	-1.7	16.4	-7.6	103.5	19.8	5.3	-14.0	0.9
Cc1ccc(-c2nnc(SCc3nc(N)nc(Nc4ccccc4C)n3)n2N)cc1	4.6	-1.2	27.2	-0.5	-2.4	-7.2	118.6	-27.2	4.1	10.9	-7.5
NS(=O)(=O)c1ccc(NC(=S)N2CCN(c3ccc(Cl)c(Cl)c3)CC2)cc1	-1.3	-1.4	-28.1	3.5	-1.1	0.1	53.3*	28.1	13.7	2.4	-13.0
Cc1cc(C)n(CC(=O)NNC(=O)c2ccc(OC(F)(F)F)cc2)n1	-2.7	12.1	-9.1	0.9	-1.0	-1.4	122.7	9.1	-1.8	.	0.2
Cc1cc(C)cc(OCC(=O)Nc2ccc(N3CCN(C(=O)c4ccco4)CC3)cc2)c1	-10.8	-11.8	45.0	0.5	-16.8	-0.5	98.0	-45.0	793.0*	1.2	-0.4
Cn1c(=O)c(S(=O)C2CCCCC2)c(O)c2ccccc21 (centres undefined)	-6.4	16.1	-10.3	0.1	-18.9	-11.1	113.6	10.3	-9.3	-2.7	-9.0
CC1CCCC(C)N1c1nnc(NC(=O)c2cc(-c3ccc(Br)cc3)on2)s1 (centres undefined)	4.7	5.6	-10.6	-1.0	.	2.8	92.3	10.6	13.0	.	-4.8
CCOC(Cn1c(-c2ccc(OC)cc2)nc2ccccc21)OCC	-0.5	30.2	2.0	-0.5	17.6	-5.1	.	-2.0	87.8	0.2	7.3
Cc1cc(C)n(CC2CC(=O)N(c3ccc(Cl)cc3)C2=O)n1 (centres undefined)	-3.0	12.7	4.1	1.0	.	0.9	.	-4.1	-8.7	-0.8	-2.8
O=C(CN(Cc1ccc(Cl)cc1)C(=O)c1csnn1)NCc1ccccc1	-6.4	2.5	-17.6	-2.0	0.2	-5.5	101.0	17.5	-3.2	-3.4	1.6
O=C(O)c1ccc(N/N=C2/CCCc3ccccc32)cc1	6.1	10.6	.	-1.4	42.3	1.0	91.4	.	-0.1	26.7	2.6
Nc1cc(C(=O)OCC(=O)N2CCCC2=O)ccc1Cl	10.0	29.6	7.1	1.9	8.8	-3.9	106.3	-7.1	-1.1	1.5	0.8
Cc1cc(NC(=O)c2cc(C)on2)n(-c2ccccc2)n1	-4.7	-1.0	-7.0	-0.1	-5.8	-2.7	.	7.0	1.4	-0.2	-5.8
COc1ccccc1N1CCN(C(=O)c2ccc(Cl)c(S(=O)(=O)N3CCCC3)c2)CC1	-6.0	15.9	16.2	-1.7	-6.6	-14.2	107.2	-16.2	0.3	4.4	-10.7
Cc1cc(C)c(C#N)c(SCc2ccc(F)cc2)n1	-2.8	3.5	49.5	1.9	-4.8	9.4	87.1	-49.5	14.3	-1.7	-12.2
COC(=O)CCNc1n[nH]c(=O)[nH]c1=O	-2.1	20.3	-5.6	0.1	-1.1	0.6	107.4	5.6	2.5	-2.7	-11.2
CCOc1ccccc1NC(=O)C1CCN(S(=O)(=O)c2c(C)noc2C)CC1	4.2	3.2	42.5	0.6	0.5	-6.7	100.9	-42.5	-2.2	0.2	-2.9
Cc1ccc2c(c1)N(C(=O)CCC(=O)N1CCOCC1)CC(C)O2 (centres undefined)	-0.2	0.2	-8.6	0.3	.	9.0	97.3	8.6	2.6	.	-2.6
CCCS(=O)(=O)c1c(S(=O)(=O)CCC)c2c3ccccc3ccn2c1C(=O)OC	-0.3	-2.5	.	0.1	9.0	-7.6	.	.	-8.0	.	0.6
Cc1ccc(-c2nnc(SCC(N)=O)nc2-c2ccc(C)cc2)cc1	7.9	29.3	.	0.3	-18.1	-0.6	103.5	.	-11.7	13.2	-4.6
O=C(O)c1ccc(N=Nc2c(O)ccc3ncccc23)cc1	-5.5	38.4	-7.7	0.7	-23.2	-7.9	95.7	7.7	11.2	.	2.8
CCOC(=O)CN(C(=O)COc1nc(C)cc(C)c1C#N)c1cccc(Cl)c1	-9.0	9.2	18.1	0.4	.	-7.0	101.7	-18.1	5.3	-4.4	11.3
O=c1[nH]nc(CNc2cccc(C(F)(F)F)c2)c2ccccc12	1.7	0.8	-1.4	1.5	15.2	-5.0	82.4	1.4	-15.3	-0.6	-8.7
CC(C)c1onc(C(=O)Nc2cccc(Cl)c2)c1[N+](=O)[O-]	-5.0	-2.0	2.8	-9.3	5.5	-0.2	79.9	-2.8	70.6	-1.9	0.2
CC1CN(Cc2nc3c(c(=O)n(C)c(=O)n3C)n2CCCc2ccccc2)CC(C)O1 (centres undefined)	-6.0	8.3	-11.1	-5.1	-1.5	-6.6	.	11.1	-10.7	109.0*	-2.1
O=C(COc1ccccc1)NCCc1nc2ccccc2[nH]1	-7.4	-0.5	-7.5	-1.7	-8.6	-1.6	104.1	7.5	-19.9	-4.8	-10.7
COc1cccc(OCC(=O)O/N=C(\N)c2ccncc2)c1	1.6	17.8	-7.9	-1.0	32.1	-4.2	99.1	7.9	-0.2	1.0	3.8
Cc1ccc2c(c1)N(C(=O)CCC(=O)Nc1ccccc1Cl)CC(C)O2 (centres undefined)	3.7	0.2	19.6	-0.7	.	0.2	86.6	-19.6	10.9	.	-11.3
CCC(=O)Nc1nc2ccc(NC(C)=O)cc2s1	-0.5	15.3	6.0	3.5	8.5	-6.0	95.9	-6.0	39.0	-0.6	-3.1

Whole records from above. Screens in order: PKA-R2B act | Arr AP2 block | SR-BI DiI inh | CDK5 inh | MITF act | dFosB activator | DSG3 Ab inh | SR-BI uptake up | Mot1-301 SUMO | NSD2 inh | PKA-R1A activ
Profile of COc1cccc(OCC(=O)O/N=C(\N)c2ccncc2)c1 : 1.6 | 17.8 | -7.9 | -1.0 | 32.1 | -4.2 | 99.1 | 7.9 | -0.2 | 1.0 | 3.8
Profile of O=c1[nH]nc(CNc2cccc(C(F)(F)F)c2)c2ccccc12 : 1.7 | 0.8 | -1.4 | 1.5 | 15.2 | -5.0 | 82.4 | 1.4 | -15.3 | -0.6 | -8.7

Source: PubChem
